Assay outcomes (PubChem BioAssay)
RGS4 act = potentiators or activators of RGS4; HEK293 M3R/inducible RGS4, carbachol calcium flux Fluo4; stronger effect = lower value; B-score at 10 µM; 310,000 compounds, 0.92% hits; AID 463111;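 active means B-score of the integrated calcium signal more than 4 SD below the library mean, with starting fluorescence not abnormally high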;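 further: negative B-score means reduced calcium response which marks RGS4 activation or potentiation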
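System – HEK293 FlpIn-TREx cells, stable M3R, doxycycline-inducible RGS4 · Reagent – ECmax carbachol challenge · Times – compound preincubation 20 min at room temperature before agonist · Technique – Fluo4 fluorescence kinetic imaging of calcium · Measure – B score of integrated Fluo4 ratio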
GSK3 alpha inh = blocks human GSK-3 alpha kinase. ADP-Glo luminescence, 60 min. 320,000 compounds, 0.1% hits. P49840. inhibition, % at 10 µM;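 in the data active means inhibition above about 50%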;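 further: GST-tagged GSK-3 alpha with peptide substrate and 25 µM ATP; 0% = DMSO neutral wells and 100% = GW8510 positive control wells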
PolyA inhibitor = blocks polyadenylation in yeast reporter cells; calls only at 12 µM; AID 1875; 300,000 compounds, 0.02% hits; S. cerevisiae SKY197-pL101 polyadenylation reporter, beta-gal luminescence; efflux-impaired pdr1/pdr3 knockout yeast; score 100 = 6 SD above DMSO;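 active means lowest replicate activity score at least 50, where 100 means six control SD above control mean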;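 further: yeast exposed to compound for 9 h at 30 °C; higher score means more reporter readthrough which indicates perturbed polyadenylation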
KCNK9 inh = blocks the human KCNK9 two-pore domain potassium channel. 310,000 compounds, 1.2% hits. Q9NPC2. B-score at 10 µM. HEK293 KCNK9, FluxOR thallium flux fluorescence; stronger effect = lower value;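 active means ratio B-score over 3 SD below the library mean, with starting fluorescence within 5 SD of its mean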;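 further: negative B-score means less thallium flux so channel inhibition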
HDAC3 inhib = blocks human histone deacetylase 3 | recombinant HDAC3, fluorogenic peptide/trypsin coupled, fluorescence | 320,000 compounds, 0.15% hits | O15379 | inhibition, % at 8.3 µM | AID 2718; in the data active means inhibition above about 26%, passing the limit was not always enough
Dyrk1A ADPGlo = inhibitors of rat Dyrk1A kinase; Q63470; inhibition, % at 12.5 µM; 310,000 compounds, 0.43% hits; ADP-Glo luminescence, NFATc1 peptide; in the data active means inhibition above about 50%;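 further: plate controls were vehicle with enzyme for no effect and no enzyme for full effect; many of its hits are not listed in these tables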
KCNQ1 pot = potentiates or activates the human KCNQ1 potassium channel; AID 2648; B-score at 10 µM; 310,000 compounds, 0.35% hits; CHO-K1 KCNQ1, thallium flux FluxOR fluorescence; stronger effect = higher value;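 active means fluorescence ratio B-score, a plate-corrected score, at least three library SD, with initial intensity B-score within 5 SD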
Target sequence (P51787 whole entry, looked up): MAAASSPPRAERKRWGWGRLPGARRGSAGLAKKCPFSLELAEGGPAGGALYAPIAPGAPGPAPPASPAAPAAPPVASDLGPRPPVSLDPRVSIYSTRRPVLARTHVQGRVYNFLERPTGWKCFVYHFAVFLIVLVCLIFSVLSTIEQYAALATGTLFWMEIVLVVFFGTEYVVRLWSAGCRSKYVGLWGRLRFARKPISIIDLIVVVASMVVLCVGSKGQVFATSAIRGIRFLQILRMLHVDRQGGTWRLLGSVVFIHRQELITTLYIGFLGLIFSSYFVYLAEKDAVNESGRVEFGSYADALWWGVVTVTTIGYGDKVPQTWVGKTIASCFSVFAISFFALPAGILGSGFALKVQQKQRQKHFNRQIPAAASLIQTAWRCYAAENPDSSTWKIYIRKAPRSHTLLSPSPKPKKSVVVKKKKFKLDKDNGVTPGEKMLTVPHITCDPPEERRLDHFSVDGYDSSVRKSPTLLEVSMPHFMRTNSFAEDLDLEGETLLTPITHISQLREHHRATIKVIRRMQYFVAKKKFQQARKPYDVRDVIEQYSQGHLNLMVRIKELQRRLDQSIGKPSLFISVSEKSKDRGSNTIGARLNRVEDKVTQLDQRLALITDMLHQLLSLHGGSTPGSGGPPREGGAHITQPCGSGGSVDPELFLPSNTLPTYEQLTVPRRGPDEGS
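Medium – assay buffer, equal DMSO in all wells · Material – CHO-K1 cell line with stable KCNQ1 potassium channel expression · Signal – kinetic FluxOR thallium fluorescence, 10-s 1-Hz baseline, 110-s post-stimulus read · Compound – single concentration per compound, DMSO matched to controls · Schedule – 37 °C overnight plating, 90-min dark dye load, 20-min compound pretreatment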
GSK3B inh = blocks human GSK3beta kinase activity. P49841. GST-GSK3beta kinase, ADP-Glo luminescence, 60 min; stronger effect = lower value. 300,000 compounds, 0.038% hits. activity score (negative = inhibition), % at 10 µM. AID 2097;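 active means more than half of replicate wells score below -50%, meaning over 50% inhibition versus plate controls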;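 further: 0% = median DMSO wells and -100% = median GW8510 positive control wells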
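Assay system: GST-fused GSK3beta enzyme, cell-free / Medium: Tris pH 7.5 buffer with MgCl2, DTT, BSA, heparin / Also added: peptide substrate plus 25 µM ATP (final) / Compound: 10 µM single point / Timing: kinase reaction with compound 60 min at room temperature / Detection: ADP-Glo luminescence / Benchmarks: DMSO neutral wells and GW8510 at 20 µM as positive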
hERG protect = shields human hERG channel from block by proarrhythmic agents; CHO-hERG, FluxOR thallium flux, dofetilide IC70 present; activation (rescue from dofetilide block), less the hit threshold, % at 10 µM; 310,000 compounds, 0.51% hits; AID 1511;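 active means activation above the mean of controls blocked by dofetilide plus 5 SD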;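 further: thallium influx through hERG after potassium depolarization seen as dye fluorescence rise; in these data hits start at about 4.7%; inactives centre near -7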
KCNK3 block = human KCNK3 channel inhibition, primary screen; AID 602410; 340,000 compounds, 0.84% hits; CHO-KCNK3 thallium flux, FluxOR fluorescence; stronger effect = lower value; B-score at 10 µM;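 active means B-score under library mean minus 4 SD, starting fluorescence ratio at most library mean plus 5 SD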;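 further: more negative B-score means stronger inhibition of thallium flux through KCNK3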
Target sequence (O14649 whole entry, looked up): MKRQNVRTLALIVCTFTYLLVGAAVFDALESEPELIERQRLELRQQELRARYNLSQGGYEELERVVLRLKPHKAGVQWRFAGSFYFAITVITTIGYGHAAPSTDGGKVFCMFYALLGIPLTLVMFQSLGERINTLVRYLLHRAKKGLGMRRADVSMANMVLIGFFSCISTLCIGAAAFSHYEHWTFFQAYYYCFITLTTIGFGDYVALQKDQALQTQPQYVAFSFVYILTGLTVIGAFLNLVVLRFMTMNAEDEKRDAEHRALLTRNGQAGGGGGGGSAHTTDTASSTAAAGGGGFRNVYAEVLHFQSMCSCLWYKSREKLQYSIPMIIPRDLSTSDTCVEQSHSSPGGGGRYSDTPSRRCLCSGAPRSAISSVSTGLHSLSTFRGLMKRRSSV
KCNQ1 inh = human KCNQ1 channel inhibition; CHO-K1 KCNQ1, FluxOR thallium flux fluorescence; stronger effect = higher value; P51787; 310,000 compounds, 1.3% hits; AID 2642; B-score at 10 µM;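 active means compounds whose thallium flux B-score, printed positive for inhibition, exceeds three library SD while starting fluorescence stays within three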;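 further: channel opened by potassium depolarization with thallium stimulus after 20 min compound exposure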
* hit, by the source's call; i = inactive; / = not tested or not shown; & = joins results of further samples. A portion of the library, so the mix of outcomes need not match the whole.

SMILES | RGS4 act | GSK3 alpha inh | PolyA inhibitor | KCNK9 inh | HDAC3 inhib | Dyrk1A ADPGlo | KCNQ1 pot | GSK3B inh | hERG protect | KCNK3 block | KCNQ1 inh
CCCCCNC(=O)c1cc(S(=O)(=O)N2CCCC2)ccc1F | i | -3 | i | i | -12 | / | i | 1 | -10 | i | i
CC(=O)n1cc([C@H]2C=C(C(=O)N3CCN(Cc4ccc5c(c4)OCO5)CC3)O[C@@H](OCCCCO)C2)c2ccccc21 | i | -3 | i | i | -2 | -6 | i | -19 | -18 | i | i
Cc1cc(C)cc(NC(=S)N(Cc2ccc(Cl)cc2)Cc2ccc(C(=O)O)cc2)c1 | i | -4 | i | i | 7 | -4 | i | -1 | -28 | i | i
Cc1c(C)n(CCN(C)C)c2ncnc(NCc3ccccc3)c12 | i | -1 | i | i | -7 | -4 | i | -2 | 0 | i | i
COCCn1c(SCC(=O)Nc2cccc(OC)c2)nc2c(oc3ccccc32)c1=O | i | -1 | i | i | 1 | -1 | i | 1 | -9 | i | i
CC(OC(=O)Cn1cnc2c1c(=O)n(C)c(=O)n2C)C(=O)NC1CCCCC1C (centres undefined) | i | -1 | i | i | 0 | 22 | i | 1 | -7 | i | i
CC1CNCCN1S(=O)(=O)c1cccc2cnccc12 (centres undefined) | i | 0&12 | i | i | -1&-3 | 11&-7 | i | 1&-3 | -8&-4 | i | i
CCN(Cc1ccccc1)C(=O)CC(=O)N(CC)Cc1ccccc1 | i | 0 | i | i | 0 | -4 | i | 1 | -3 | i | i
Cc1ccc(-c2noc(CCC(=O)NCCN3CCOCC3)n2)cc1 | i | -1 | i | i | 2 | 6 | i | 18 | -1 | i | i
Cc1nc2ccccn2c1C(=O)N/N=C/c1ccccc1Cl | i | -2 | i | i | 1 | -1 | i | 0 | -4 | i | i
CC(=O)Nc1cc(N2C(=O)CCC2=O)ccc1Cl | i | 1 | i | i | -3 | 0 | i | 0 | -5 | i | i
O=C1CSc2ccc(S(=O)(=O)NCc3ccc(Cl)cc3)cc2N1 | i | -1 | i | i | 0 | 1 | i | 0 | -5 | i | i
COC(=O)c1sc(NC(=S)NC(=O)c2ccccc2F)nc1C | i | 1 | i | i | 0 | 1 | i | 1 | 3 | i | i
COc1ccc2nc(NC(=O)CSc3nc4ccccc4o3)sc2c1 | i | -2 | i | i | 2 | -2 | i | -2 | -2 | i | i
CCOC(=O)c1ccc(Oc2nc(NC)nc(SC)n2)cc1 | i | 1 | i | i | 1 | 14 | i | 0 | -2 | i | i
O=C(CSc1nnc(Cc2ccccc2)o1)c1ccccc1 | i | -1 | i | i | 0 | -2 | i | 4 | -5 | i | i
Cc1ccc(-c2nc3ccccc3[nH]2)cc1NC(=O)c1ccc2c(c1)OCO2 | i | 0 | i | i | 4 | 1 | i | 0 | -5 | i | i
O=C(CN1CCC(Cc2ccccc2)CC1)N1CCc2ccccc2C1 | i | -2 | i | i | 16 | -1 | i | 4 | -10 | i | i
Cc1ccc(-c2noc(CCCC(=O)NCC3CCCO3)n2)cc1 (centres undefined) | i | 3 | i | i | -2 | -5 | i | -8 | -3 | i | i
Cc1cccc(C(C)C)c1NC(=O)c1cc2ccccc2o1 | i | 1 | i | i | 4 | 13 | i | -3 | -5 | i | i
CCOC(=O)Cc1ccc(NC(=O)c2ccc([N+](=O)[O-])cc2)cc1 | i | 0 | i | i | -3 | -5 | i | 1 | -4 | i | i
O=C1c2sc3nc4ccccc4n3c2C(=O)N1c1ccccc1Cl | i | 0 | i | i | -1 | 8 | i | 0 | -15 | i | i
COCCCNC(=O)c1cc(C(=O)c2c(-c3c(Cl)cccc3Cl)noc2C)c[nH]1 | i | -1 | i | i | 4 | -1 | i | -1 | -7 | i | i
Cc1ccc(OCC(=O)NCc2ccccn2)cc1 | i | -2 | i | i | 1 | 11 | i | 5 | -5 | i | i
COc1cccc(OC)c1OCCCc1c(C)n[nH]c1C | i | -1 | i | i | 11 | 8 | i | 1 | -6 | i | i

Nine successive compounds out of the list so far, for reference:
SMILES | RGS4 act | GSK3 alpha inh | PolyA inhibitor | KCNK9 inh | HDAC3 inhib | Dyrk1A ADPGlo | KCNQ1 pot | GSK3B inh | hERG protect | KCNK3 block | KCNQ1 inh
CCCCCNC(=O)c1cc(S(=O)(=O)N2CCCC2)ccc1F | i | -3 | i | i | -12 | / | i | 1 | -10 | i | i
CC(=O)n1cc([C@H]2C=C(C(=O)N3CCN(Cc4ccc5c(c4)OCO5)CC3)O[C@@H](OCCCCO)C2)c2ccccc21 | i | -3 | i | i | -2 | -6 | i | -19 | -18 | i | i
Cc1cc(C)cc(NC(=S)N(Cc2ccc(Cl)cc2)Cc2ccc(C(=O)O)cc2)c1 | i | -4 | i | i | 7 | -4 | i | -1 | -28 | i | i
Cc1c(C)n(CCN(C)C)c2ncnc(NCc3ccccc3)c12 | i | -1 | i | i | -7 | -4 | i | -2 | 0 | i | i
COCCn1c(SCC(=O)Nc2cccc(OC)c2)nc2c(oc3ccccc32)c1=O | i | -1 | i | i | 1 | -1 | i | 1 | -9 | i | i
CC(OC(=O)Cn1cnc2c1c(=O)n(C)c(=O)n2C)C(=O)NC1CCCCC1C (centres undefined) | i | -1 | i | i | 0 | 22 | i | 1 | -7 | i | i
CC1CNCCN1S(=O)(=O)c1cccc2cnccc12 (centres undefined) | i | 0&12 | i | i | -1&-3 | 11&-7 | i | 1&-3 | -8&-4 | i | i
CCN(Cc1ccccc1)C(=O)CC(=O)N(CC)Cc1ccccc1 | i | 0 | i | i | 0 | -4 | i | 1 | -3 | i | i
Cc1ccc(-c2noc(CCC(=O)NCCN3CCOCC3)n2)cc1 | i | -1 | i | i | 2 | 6 | i | 18 | -1 | i | i

Additional results follow:
SMILES | RGS4 act | GSK3 alpha inh | PolyA inhibitor | KCNK9 inh | HDAC3 inhib | Dyrk1A ADPGlo | KCNQ1 pot | GSK3B inh | hERG protect | KCNK3 block | KCNQ1 inh
COc1ccc(C)cc1NS(=O)(=O)c1ccc(Br)s1 | i | 1 | i | i | 1 | 1 | i | 1 | -10 | i | i
Cc1ccc2c(c1)nnn2C1CCN(C(=O)NCc2ccccc2)CC1 | i | -1 | i | i | 0 | -4 | i | -24 | -10 | i | i
Cc1ccc(C(=O)O/N=C(\N)c2ccccn2)cc1Cl | i | 1 | i | i | 2 | / | i | 0 | -3 | i | i
COc1ccc(CNC(=O)CN2C(=O)C(c3ccccc3)Oc3cccnc32)cc1 (centres undefined) | i | -1 | i | i | / | -1 | i | 1 | -7 | i | i
CC(Sc1ccccc1)C(=O)NN=C1CCCC1 (centres undefined) | i | -5 | i | i | -5 | -2 | i | -1 | -9 | i | i
CCOC(=O)CCC(=O)NNC(=O)COc1ccc(C(C)C)cc1Br | i | 0 | i | i | -1 | -1 | i | 3 | -9 | i | i
CCCCOc1ccc(S(=O)(=O)n2c(C)nc3ccccc32)cc1 | -8.3* | -6 | i | i | -5 | / | i | 1 | -5 | i | i
Cc1cc2c(C)c(C)c(=O)[nH]c2cc1N | i | 1 | i | i | -152 | 5 | i | -1 | -4 | i | i
COC(C[C@H](O)CC(=O)COCc1ccccc1)OC | i | / | i | i | / | 10 | i | -3 | -5 | i | i
O=C1C2C3c4ccccc4C(c4ccccc43)C2C(=O)N1c1nc(-c2ccccc2)cs1 (centres undefined) | i | 1 | i | i | -3 | 3 | i | -5 | -5 | i | i
Cc1ccc(-c2ncns2)cc1 | i | 2 | i | i | 0 | / | i | 8 | -8 | i | i
CC(O)(CS(=O)(=O)c1ccc(Br)cc1)c1ccccc1 (centres undefined) | i | -1 | i | i | 1 | -1 | i | -1 | -7 | i | i
CN(CC(=O)Nc1ccc(F)c(F)c1F)C(=O)c1ccc2c(c1)OCCO2 | i | -1 | i | i | -2 | -5 | i | -1 | -10 | i | i
Cc1ccc(NC(=S)N2CCC(NC(=O)c3ccc(F)cc3)CC2)cc1 | i | -2 | i | i | 2 | 4 | i | -4 | -6 | i | i
CC(=O)N1CCN(S(=O)(=O)c2ccc(Cl)cc2F)CC1 | i | 3 | i | i | -7 | / | i | -1 | 2 | i | i
Cn1c(=O)c(=O)n(C)c2cc(S(=O)(=O)N3CCN(Cc4ccccc4)CC3)ccc21 | i | 3 | i | i | 12 | 4 | i | 0 | -10 | i | i
O=C(Cc1ccccc1)NC1CCN(Cc2ccccc2)CC1 | i | 0 | i | i | -4 | 5 | i | 2 | -2 | i | i
CC1(C)NC(=O)NC2(C)NC(=O)NC(C)(C)C12 (centres undefined) | i | -1 | i | i | -3 | 19 | i | / | -9 | i | i
Cc1ccc(SCC(=O)OC(C)C(=O)NCc2ccccc2)cc1 (centres undefined) | i | / | i | i | / | 0 | i | 3 | -7 | i | i
CCN(CC)S(=O)(=O)c1ccc(C(=O)Nc2nnc(CSC)o2)cc1 | i | -2 | i | i | -7 | -3 | i | 1 | -9 | i | i
O=C(Nc1ccccc1)C(c1ccccc1)C1CCCC1 (centres undefined) | i | / | i | i | / | 3 | i | 1 | -9 | i | i
COc1cccc(NC(=O)CCNS(=O)(=O)c2ccc3c(c2)oc(=O)n3C)c1 | i | 0 | i | i | 2 | -3 | i | 15 | -7 | i | i
O=C1CN(C(=O)CNC(=O)c2cccc(Cl)c2)c2ccccc2N1 | i | 0 | i | i | 0 | -8 | i | 2 | -13 | i | i
N#Cc1ccccc1OCC(=O)N(Cc1nnc(-c2ccccc2Cl)o1)C1CC1 | i | -1 | i | i | / | -13 | i | -3 | -15 | i | i
CCc1ccccc1NC(=S)N(CCN1CCOCC1)Cc1ccccc1F | i | -2 | i | i | -6 | / | i | 1 | 2 | i | i
Cc1noc(C)c1CSCC(=O)Nc1nc2ccccc2s1 | i | -2 | i | i | 6 | 12 | i | 2 | -13 | i | i
CN1CCN(C(=O)CN2C(=O)CC(C)(C)S(=O)(=O)c3ccccc32)CC1 | i | -2 | i | i | 7 | -6 | i | 1 | -2 | i | i
CC(=O)Nc1ccc(C(=O)n2cnc3cc(C)c(C)cc32)cc1 | i | -2 | i | i | 2 | -4 | i | 0 | -5 | i | i
CCC(=O)Nc1ccc(NC(=O)c2oc3ccccc3c2C)cc1 | i | -1 | i | i | 6 | -7 | i | 5 | -5 | i | i
